Compound activity from PubChem BioAssay.
aSyn UTR inh = MLPCN primary screen, SNCA 5' untranslated region; alpha-synuclein 5'UTR reporter, inhibitor activity; inhibition, % (tested at 7.5 µM); hit rate 0.82% among 300,000; in the data active means inhibition above about 60%; inconclusive means no clear call, values can overlap the other calls;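 further: H4 neuroglioblastoma cells stably carrying SNCA 5'UTR luciferase fusion; 0% = DMSO wells and 100% = positive control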
HSF1 activator = HSF-1 activators, primary screen, NIH3T3-HGL cells, MG132 stress, luminescence, single point; NIH3T3-HGL HSF-1 luciferase reporter, 8 h; 100% = twice DMSO control signal; hit rate 1.7% among 300,000; AID 504408, 2011; activation, % at 9 µM;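 active means mean replicate activation of at least 50% with a set share of replicates each reaching 50%; inconclusive means only one of those two conditions met; inactive means mean below 50% and too few replicates reaching it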;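 further: 0% = median of the neutral control wells and 100% = twice that signal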
HSP90 inh = HSP90 inhibitors, primary screen, cell lysate, luminescence; Heat shock protein HSP 90 (rabbit reticulocyte lysate; luciferase refolding); Rabbit reticulocyte lysate, luciferase refolding luminescence, 3 h; inhibition, % at 5.6 µM; hit rate 0.91% among 290,000; AID 1789, 2009;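 active means inhibition above the screen-wide mean plus 3 SD, computed separately per campaign, cut at about 16% in these data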;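 further: 0% = DMSO wells and 100% = 60 µM geldanamycin wells; inhibitors lower the luminescence because luciferase stays unfolded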
IEC-6 tox = cytotoxicity in IEC-6 intestinal epithelial cells, primary screen, cytotoxicity control for KLF5 inhibitor project, cell-based, luminescence; inhibition, % at 5 µM; IEC-6 cytotoxicity, luminescence viability; hit rate 0.78% among 290,000; in the data active means inhibition above about 22%;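 further: 0% = plate median of test compound wells and 100% = cytotoxic reference compound wells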
GSK3beta inhib = human GSK3beta kinase inhibitors, primary screen, biochemical, cell-free homogeneous, HTS; Glycogen synthase kinase-3 beta (Homo sapiens), P49841; GST-GSK3beta kinase, ADP-Glo luminescence, 60 min; active compounds read low; activity score (negative = inhibition), % at 10 µM; hit rate 0.038% among 300,000; AID 2097, 2009;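 active means more than half of replicate wells score below -50%, meaning over 50% inhibition versus plate controls; inconclusive means some replicates but at most half score below -50%; inactive means no replicate scores below -50%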;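 further: 0% = median DMSO wells and -100% = median GW8510 positive control wells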
Target sequence (P49841 whole entry, looked up): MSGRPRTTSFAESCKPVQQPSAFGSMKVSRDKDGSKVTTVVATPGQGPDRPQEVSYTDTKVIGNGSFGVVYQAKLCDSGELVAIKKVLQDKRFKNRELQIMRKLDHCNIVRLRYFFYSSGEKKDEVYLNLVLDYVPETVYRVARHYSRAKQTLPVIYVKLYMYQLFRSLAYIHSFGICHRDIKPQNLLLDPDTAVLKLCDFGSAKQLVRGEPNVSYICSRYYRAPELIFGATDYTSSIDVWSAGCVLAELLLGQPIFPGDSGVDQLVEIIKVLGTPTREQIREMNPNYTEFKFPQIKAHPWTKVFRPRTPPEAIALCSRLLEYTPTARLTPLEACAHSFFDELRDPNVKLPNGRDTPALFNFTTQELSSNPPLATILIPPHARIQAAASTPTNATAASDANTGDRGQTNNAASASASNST
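Test system: GST-fused GSK3beta enzyme, cell-free | Quantity: 1.6 ng GST-GSK3beta enzyme per well | Reagent: 25 µM ATP with peptide substrate | Schedule: 60 min enzyme reaction, room temperature | Signal: Luminescent ADP-Glo measurement of ADP formed | Read-out basis: Score relative to plate controls | Control set: DMSO and 20 µM GW8510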
KLF5 inh = KLF5 expression inhibitors, primary screen, DLD-1 cells, luminescence; DLD-1 KLF5 promoter-luciferase reporter; inhibition, % at 5 µM; hit rate 0.23% among 290,000; AID 1700, 2009;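 active means inhibition above a per-plate limit of that plate's mean compound inhibition plus 3 SD, cut at about 60% in these data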;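 further: 0% = DMSO wells and 100% = LY294002 at 200 µM; higher means less KLF5 promoter-driven luciferase light; inactives centre near -14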
AI-2 QS modul = Vibrio harveyi AI-2 quorum sensing modulators, primary screen, JMH597 strain, luminescence/OD600 ratio; activity change, % at 7.5 µM; hit rate 0.4% among 300,000; Vibrio harveyi JMH597 AI-2 luminescence/OD600 ratio, 9 h; active compounds read low; strain lacks LuxN and CqsS sensors; 0 = neutral-control median; in the data active means activity change below about -75%, passing the limit was not always enough; inconclusive means no clear call, values can overlap the other calls;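 further: luminescence divided by OD600 gain over 9 h not by final OD600 alone; inactives centre near 13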
GSK3 alpha inh = blockers of GSK3A enzyme activity – biochemical, luminescence, cell-free homogeneous, HTS, primary screen; Glycogen synthase kinase-3 alpha (Homo sapiens), P49840; GSK-3 alpha kinase, ADP-Glo luminescence, 60 min; inhibition, % at 10 µM; hit rate 0.1% among 320,000;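 in the data active means inhibition above about 50%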;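 further: GST-tagged GSK-3 alpha with peptide substrate and 25 µM ATP; 0% = DMSO neutral wells and 100% = GW8510 positive control wells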
Target sequence (P49840 whole entry, looked up): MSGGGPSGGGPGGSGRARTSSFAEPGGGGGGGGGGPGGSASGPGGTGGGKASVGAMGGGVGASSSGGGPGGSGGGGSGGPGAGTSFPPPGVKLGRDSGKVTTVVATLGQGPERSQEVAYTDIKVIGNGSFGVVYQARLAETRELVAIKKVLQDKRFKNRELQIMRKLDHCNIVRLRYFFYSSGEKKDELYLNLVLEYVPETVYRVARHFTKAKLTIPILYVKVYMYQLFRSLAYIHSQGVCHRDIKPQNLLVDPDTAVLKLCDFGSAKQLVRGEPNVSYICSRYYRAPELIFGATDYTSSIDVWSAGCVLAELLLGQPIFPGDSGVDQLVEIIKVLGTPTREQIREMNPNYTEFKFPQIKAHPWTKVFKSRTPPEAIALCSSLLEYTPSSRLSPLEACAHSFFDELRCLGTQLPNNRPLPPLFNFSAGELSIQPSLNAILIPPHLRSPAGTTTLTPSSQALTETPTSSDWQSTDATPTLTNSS
PolyA inh = polyadenylation inhibitors in yeast reporter cells, primary screen, luminescence, S. cerevisiae. S. cerevisiae SKY197-pL101 polyadenylation reporter, beta-gal luminescence; efflux-impaired pdr1/pdr3 knockout yeast; score 100 = 6 SD above DMSO. calls only at 12 µM. hit rate 0.02% among 300,000;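 active means lowest replicate activity score at least 50, where 100 means six control SD above control mean; inconclusive means lowest score under 50 but half or more replicates reach 50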;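 further: yeast exposed to compound for 9 h at 30 °C; higher score means more reporter readthrough which indicates perturbed polyadenylation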
HSF1 inh = HSF1 inhibitors in luciferase reporter cells, primary screen, cell-based, NIH3T3, luminescence; NIH3T3-HGL HSE-luciferase, MG132-induced, luminescence 8 h; active compounds read low; AID 2098, 2009; hit rate 0.77% among 300,000; activity change, negative = inhibition, % at 7.5 µM (by protocol);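 active means more than half of replicate wells show activity change below -50%, luminescence cut by over half; inconclusive means some wells, but at most half, below -50%; inactive means no replicate well below -50%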;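 further: luciferase reports HSF-1 transcriptional activity via heat shock element; 0% = median of DMSO wells and -100% = zero luminescence signal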
Numbers without * were called inactive; i = inactive; ? = inconclusive; . = no result given. Only part of the results is shown; rates above refer to the full screens.

SMILES	aSyn UTR inh	HSF1 activator	HSP90 inh	IEC-6 tox	GSK3beta inhib	KLF5 inh	AI-2 QS modul	GSK3 alpha inh	PolyA inh	HSF1 inh
Cc1ccc(S(=O)(=O)/C(=C\N(C)C)c2cnc(Cl)s2)cc1	10	2	-2	-1	5	-30	22	-3	i	3
CC(C)(C)C1CCc2c(sc(N)c2C(N)=O)C1 (stereo unspecified)	-18	24	2	-4	-20	-19	31	13	i	5
Cc1cnc2ncc3sccc3c2c1	-24	4	2	1	0	-28	-20	17	i	-3
CCc1ccc(C2=NN(CCC(=O)NC3CC3)C(=O)CC2)cc1	17	-3	-3	3	-4	-9	18	0	i	-5
Oc1ccccc1Nc1nc(-c2ccccc2O)nc2ccccc12	-6	11	-2	1	2	-17	1	-3	i	-2
COc1ccc(/C=C(/NC(=O)c2ccccc2)C(=O)N/N=C/c2ccncc2)cc1	1	5	1	2	2	-10	18	-3	i	4
COc1cc(NC(=O)C2CCCN(c3ncccn3)C2)cc(OC)c1 (stereo unspecified)	5	22	0	-3	1	-13	18	3	i	8
CCCCC(=O)N(CCOC)c1nnc(-c2cccnc2)s1	15	-11	1	4	-3	3	37	-1	i	-3
Cc1onc(-c2ccccc2)c1C(=O)Nc1ccnn1C1CCCCC1	1	12	0	-4	-8	-28	22	1	i	0
COc1cc(/C=C2\SC(=S)N(NS(=O)(=O)c3ccc(C)cc3)C2=O)ccc1O	15	8	-1	-5	8	-5	136	-5	.	1
CCCCCCC1NC(C(=O)O)CS1 (stereo unspecified)	4	6	2	3	1	-15	6	-2	i	-2
Cc1nc2cc(Nc3ccncc3)ccc2s1	-1	-5	0	1	2	4	16	-1	i	-5
Cc1cc(NC(=O)CCCN2C(=O)/C(=C/c3cccs3)SC2=S)no1	24	29	6	-2	0	-23	15	1	i	-10
Cc1ccc(N/N=C/c2c(O)cc(C)oc2=O)cc1	4	25	0	-2	-1	15	5	-1	i	10
CN(C)CCCNS(=O)(=O)c1ccc(N2CCC(c3ccc(Cl)cc3)=N2)cc1	?	-1	0	6	-7	-46	-8	14	i	1
Cc1c(OCC(=O)N2CCC(C(=O)O)CC2)ccc2c3c(c(=O)oc12)CCCC3	9	-8	1	-2	6	-12	28	0	i	1
COc1ccc(N(CCCN2C(=O)c3cccc4cccc(c34)C2=O)C(=O)c2cccc(OC)c2)cc1	1	-11	4	8	-1	2	20	-1	i	-2
Cc1cc(C)c2c(CC(=O)NNC(=O)c3ccccc3)coc2c1	5	13	-4	1	-7	-38	-5	-3	i	-1
Cc1ccc(NC(=O)COC(=O)CCn2c(C)csc2=O)cc1S(=O)(=O)N1CCOCC1	3	3	.	.	-2	.	17	1	i	1
Cc1cccc(N2CC(C(=O)Nc3nnc(SCc4ccccn4)s3)CC2=O)c1 (stereo unspecified)	17	9	0	-2	1	-39	8	-1	i	-2
CCOC(=O)C1=C(O)c2ccccc2C(=O)/C1=C\c1ccc(CC)cc1	-6	-2	2	-4	3	-32	40	-4	i	2
Cc1cc(C)c2nc(SCC(=O)NCC3CCCO3)c(C#N)cc2c1 (stereo unspecified)	7	-4	4	-6	1	-11	8	6	i	1
COc1ccc(C2NN=C(c3ccc(C)cc3)S2)cc1 (stereo unspecified)	-172	37	-5	-6	-1	-135	20	-3	i	16
COc1cc(C2Nc3ccccc3C(=O)N2NS(C)(=O)=O)ccc1O (stereo unspecified)	-4	-9	7	3	-3	8	23	-1	i	0
Cc1cccc(NC(=S)NNC(=O)c2ccco2)c1	-24	38	-4	-2	1	-31	-10	-7	i	0
CS(=O)(=O)N1CCC(C(=O)NCCN2CCN(Cc3ccccc3)CC2)CC1	21	-27	6	-3	1	-30	9	-1	i	-11
O=S(=O)(c1ccccc1)N1CCC(O)(CN2CCN(c3ccccc3)CC2)CC1	22	4	-2	-3	0	-42	14	0	i	-1
COc1cc(CN2CCNC(=O)C2CC(=O)NC2CCC2)cc(OC)c1 (stereo unspecified)	15	-12	3	2	1	-13	10	.	i	-4
CCOC(=O)/C(C#N)=C(/C)c1ccc(OC)cc1	4	14	2	-3	2	-45	-1	5	i	5
CC(=O)NCC(=O)OCC(=O)c1ccccc1	-2	-3	0	4	2	-12	15	-2	i	-3
c1ccc2c(c1)[nH]c1c(N3CCSCC3)ncnc12	.	.	-1	7	.	-21	.	4	.	.
CSc1nnc(-c2ccc(NC(N)=S)cc2)o1	-23	-6	4	2	-1	-40	30	-2	i	-9
Cc1nn(Cc2ccccc2)c2c1C(c1ccc(Cl)cc1)C(C#N)=C(N)O2 (stereo unspecified)	21	15	12	-2	1	-13	4	-3	i	4
CCC(c1nnnn1C(C)(C)C)N1CCN(Cc2ccccc2OC)CC1 (stereo unspecified)	12	31	5	0	0	-21	16	-1	i	3
CN1N=C(C(C)(C)C)CSC1=Nc1ccccc1	-24	16	-2	4	1	7	59	-2	i	9
COC(=O)c1c(-n2c(C)cc(C=O)c2C)sc2c1CCCC2	5	0	1	-2	-3	-23	33	-1	i	-5
Cc1ccccc1N1CCN(C(=O)c2ccccc2NC(=O)C2CC=CCC2C(=O)O)CC1 (stereo unspecified)	2	-4	2	0	-2	-14	23	.	i	-7
CCOc1cc2[nH]c(=S)n(C3CCN(Cc4ccccc4)CC3)c(=O)c2cc1OCC	26	-18	2	2	0	-23	29	-1	i	-2
Cc1c(C(=O)OCC(=O)Nc2ccc(N3CCOCC3)cc2)oc2ccccc12	3	-19	.	.	5	.	22	-2	i	-1
O=C(N/N=C/c1ccccc1)c1cc(=O)[nH]c2ccccc12	-17	-5	3	3	-1	16	27	0	i	-1
CC1(C(=O)NCCCN2CCOCC2)Oc2cccnc2NC1=O (stereo unspecified)	1	5	-4	-8	-6	-20	12	0	i	-12
COc1ccc(CN2CCC(n3nccc3NC(=O)CCOc3ccccc3)CC2)cc1C	-2	17	4	-10	2	-33	11	0	i	1
CC(=O)C1=C(O)C(=O)N(Cc2ccco2)C1c1ccc2c(c1)OCO2 (stereo unspecified)	6	-8	-4	-6	0	-30	-26	0	i	-3
CCOc1ccc(C(=O)OCC(=O)N2CC(C)OC(C)C2)cc1OCC (stereo unspecified)	-4	-4	1	4	.	7	.	-2	i	-7
CC(OC(=O)CCOc1ccccc1)C(=O)Nc1ccc(Cl)cn1 (stereo unspecified)	9	-16	2	10	-2	13	24	-3	i	-5
COC(=O)c1nn(-c2ccccc2)c(Sc2ccc(Br)cc2)c1/C=N/O	.	.	2	-4	.	18	.	0	.	.
COCCn1c(C)cc(C(=O)COC(=O)/C=C/c2cccc(OC)c2)c1C	-18	2	-3	-7	0	-35	13	-1	i	0
O=C(NC1CCCC1)C(c1cccs1)N(C(=O)c1ccco1)c1ccc2c(c1)OCO2 (stereo unspecified)	4	7	10	2	1	1	11	2	i	0
Cn1c(=O)c2cc3c(nc2n(C)c1=O)CC(c1ccccc1)CC3=O (stereo unspecified)	9	28	2	5	-1	18	-2	-2	i	-1
CC12CN3CC(C)(CN(C1)C3c1ccc(Br)cc1O)C2 (stereo unspecified)	7	-13	1	2	0	-25	12	-2	i	-2
O=C(NCCO)Nc1ccc(Cl)cc1	2	-7	-2	3	1	-15	25	-2	i	-5
O=S(=O)(NCc1ccccc1)NCc1ccc(Cl)cc1Cl	-22	47	2	1	-1	3	5	0	i	24
Cc1cc(N)ccc1-n1nc2ccccc2n1	44	-8	.	.	-2	.	10	-3	i	-2
C=C(C)C1CC=C(C)/C(=N/NC(=O)C2CC2c2ccccc2)C1 (stereo unspecified)	-14	8	0	-2	3	-13	15	-1	i	7
CCOc1ccc(-n2cnnn2)cc1S(=O)(=O)NCc1ccccc1	29	-21	3	4	1	-13	-3	0	i	-12
COc1ccc(NC(=O)C2C(=O)N(CCO)C3(C)CC2c2ccccc2O3)cc1 (stereo unspecified)	-103	1	-3	2	-1	-21	7	-8	i	6
CCCCNCCCOc1ccc(C)cc1Br	7	4	5	-6	-3	2	16	0	i	-4
O=C(NC1CCCCC1)C1CCCN(S(=O)(=O)c2cccc3cccnc23)C1 (stereo unspecified)	1	-15	-2	0	2	-12	-3	-1	i	-4
CCc1ccc(N2C(=O)c3ccc4c5c(ccc(c35)C2=O)CC4)cc1	-47	-10	1	7	2	-32	6	0	i	-1
Cc1cc(C)c(C(N)=O)c(SCC(=O)c2ccc(Cl)cc2)n1	-24	2	1	-7	0	-1	19	0	i	3

New compounds follow
SMILES	aSyn UTR inh	HSF1 activator	HSP90 inh	IEC-6 tox	GSK3beta inhib	KLF5 inh	AI-2 QS modul	GSK3 alpha inh	PolyA inh	HSF1 inh
CCOc1ccccc1NC(=O)NC1(C(=O)N2CCOCC2)CCCCC1	3	-16	5	2	5	-8	-1	-1	i	0
Cn1cccc1/C=N/n1c(-c2ccc(C(C)(C)C)cc2)n[nH]c1=S	-15	42	5	3	-3	-47	9	7	i	11
Cc1cc(C(=O)NNC(=O)Nc2ccccc2)no1	-15	3	-2	-1	1	-18	8	-5	i	-5
Cc1cnc(C(=O)Nc2cc(S(=O)(=O)N3CCOCC3)ccc2N2CCN(C)CC2)cn1	1	7	-1	2	-1	8	28	0	i	-7
Cc1cc(N2CCOCC2)nc(-c2ccc(Br)cc2)n1	-21	10	7	8	0	-42	21	-2	i	-5
Cc1ccc(S(=O)(=O)N(C)C)cc1NS(=O)(=O)c1ccc(Cl)s1	-8	?	-3	-6	0	-10	-1	1	i	10
O=C(NNc1cc(Cl)cc(Cl)c1)C1CCC1	-12	19	-2	2	-2	-16	31	-2	i	8
COc1cccc(NC(=O)CN(c2cccc(OC)c2)S(C)(=O)=O)c1	3	7	-3	-1	5	-12	10	-1	i	-2
CCCCN(C(=O)CN1C(=O)C2CCCCC2C1=O)c1c(N)n(Cc2ccccc2)c(=O)[nH]c1=O (stereo unspecified)	2	-14	.	.	-1	.	13	2	i	0
